# FLuc inh: blocks purified firefly luciferase enzyme activity; Potency, µM (top dose mostly 115 µM), for the others: at the top dose activity change, negative = inhibition, actives largely listed as inhibitors; purified P. pyralis luciferase, luminescence, biochemical; AID 1347043; 76,000 tested, 2.5% active; P08659; further: potency means the concentration at half of the fitted maximal effect; nearly all actives have a fitted effect of over 65% in size
# Target sequence (P08659 whole entry, looked up): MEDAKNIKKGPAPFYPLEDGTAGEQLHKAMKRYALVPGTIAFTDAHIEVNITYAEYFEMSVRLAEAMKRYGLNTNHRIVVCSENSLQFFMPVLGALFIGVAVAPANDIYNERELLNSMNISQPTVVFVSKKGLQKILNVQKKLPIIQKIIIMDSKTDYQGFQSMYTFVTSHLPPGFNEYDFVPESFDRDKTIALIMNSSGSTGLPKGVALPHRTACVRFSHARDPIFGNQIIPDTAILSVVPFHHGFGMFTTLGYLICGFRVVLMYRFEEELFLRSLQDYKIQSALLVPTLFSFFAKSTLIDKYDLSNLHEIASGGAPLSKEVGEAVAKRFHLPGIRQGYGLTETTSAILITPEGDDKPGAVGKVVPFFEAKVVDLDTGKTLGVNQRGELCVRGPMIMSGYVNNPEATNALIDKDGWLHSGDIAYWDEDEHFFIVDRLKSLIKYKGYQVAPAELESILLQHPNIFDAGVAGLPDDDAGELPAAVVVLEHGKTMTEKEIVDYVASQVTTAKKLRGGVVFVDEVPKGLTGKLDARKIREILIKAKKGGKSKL
#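 Luminescence read by CCD imaging after purified firefly luciferase (10nM final) was added to substrate buffer holding 10uM D-luciferin and 10uM ATP, pH 7.5, pre-dosed with compound.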
# GPT2 inh: GPT2 alanine aminotransferase inhibition | Recombinant GPT2, coupled pyruvate oxidase/HRP Amplex Red fluorescence | Potency, µM (series often up to 57.7 µM), inactives show at the highest dose activity change, negative = inhibition, actives largely listed as inhibitors | 100,000 tested, 0.25% active | AID 1671188; further: potency means the concentration at half of the fitted maximal effect; nearly all actives have a fitted effect of over 60% in size; many of its hits are not listed in these tables
# Target sequence (Q8TD30 whole entry, looked up): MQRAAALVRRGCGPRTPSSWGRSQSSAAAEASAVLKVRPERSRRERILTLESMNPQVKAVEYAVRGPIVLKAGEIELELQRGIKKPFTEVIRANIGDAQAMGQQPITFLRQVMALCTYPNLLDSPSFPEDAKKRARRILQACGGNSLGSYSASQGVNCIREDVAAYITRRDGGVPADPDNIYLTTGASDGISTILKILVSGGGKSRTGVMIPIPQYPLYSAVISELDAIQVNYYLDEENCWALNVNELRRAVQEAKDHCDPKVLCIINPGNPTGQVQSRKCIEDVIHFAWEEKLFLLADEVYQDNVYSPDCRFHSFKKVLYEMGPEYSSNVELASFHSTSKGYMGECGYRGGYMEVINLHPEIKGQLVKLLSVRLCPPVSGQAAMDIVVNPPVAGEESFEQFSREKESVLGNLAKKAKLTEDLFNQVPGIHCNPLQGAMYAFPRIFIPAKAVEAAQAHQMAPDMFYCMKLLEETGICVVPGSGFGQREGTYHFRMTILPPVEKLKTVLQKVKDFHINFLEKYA
#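 Fluorescence of coupled pyruvate oxidase/HRP/Amplex Red system (50uM Amplex, 30 min, dark) reports pyruvate formed by GPT2. Enzyme reaction: 10ng/uL GPT2, 2mM L-alanine, 250uM a-KG, 30 min room temperature, pH 7.5; 50uM AOA control.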
# HEK cytotox: HEK 293 cell cytotoxicity; HEK 293 viability, ATP luminescence (CellTiter-Glo), 48-72 h; Potency, µM (highest dose often 115 µM), inactives show top-dose activity change, negative = cytotoxicity, most hits filed as inhibitors; 94,000 tested, 6.6% active; AID 1345083; further: potency means the concentration at half of the fitted maximal effect; nearly all actives have a fitted effect of over 60% in size
#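 Cytotoxicity was scored by loss of ATP-coupled luminescence (CellTiter-Glo) in HEK 293 cells. Compound treatment ran 48 or 72 hr at 37 degree Celsius, 5% CO2, 95% humidity.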
# SNCA expr inhib: SNCA gene expression inhibition; Potency, µM (top dose mostly 57.2 µM), for inactives: at the highest dose activity change, negative = inhibition, hits mostly inhibitors; AID 1671194; 140,000 tested, 0.17% active; HEK-293 SNCA-luciferase knock-in, luminescence, 24 h;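 further: potency means the concentration at half of the fitted maximal effect; plate controls were DMSO cells for no effect and cell-free wells for full effect; nearly all actives have a fitted effect of over 45% in size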
# NIH3T3 tox: NIH 3T3 cell cytotoxicity; NIH 3T3 viability, CellTiter-Glo ATP luminescence, 48-72 h; Potency, µM (doses to about 96.7 µM), for the others: at the highest dose activity change, negative = cytotoxicity, most hits filed as inhibitors; 94,000 tested, 4.3% active; AID 1345082; further: potency means the concentration at half of the fitted maximal effect; nearly all actives have a fitted effect of over 55% in size
#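 Cells were seeded at 400 per well, treated with pin-transferred compound, and kept 48 or 72 hr at 37 °C before CellTiter-Glo addition and luminescence imaging of cellular ATP.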
# IP6K1 inhibitor: inhibitors of human IP6K1. IP6K1 kinase, ADP-Glo luminescence, 2 h; stronger effect = lower value. activity change, % (series mostly up to about 58 µM). 140,000 tested, 0.81% active. AID 1645851; in the data active means activity change below about -25%
#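 ADP-Glo luminescence measures ADP made by human IP6K1 during a 2 h RT reaction with ATP/IP6 (mix at 1.3 mM/130 uM); top library doses 57.5 and 19.1 uM final.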
# SNCA viab count: counter-screen for SNCA expression inhibitors: cell viability; Potency, µM (highest dose often 57.1 µM), without a hit: at the highest dose activity change, negative = cytotoxicity, actives largely listed as cytotoxic; HEK-293-SNCA-luc viability, GF-AFC fluorescence, 24 h; 150,000 tested, 0.12% active; AID 1671193;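 further: potency means the concentration at half of the fitted maximal effect; 0% = DMSO-treated cells and -100% = medium-only wells without cells; nearly all actives have a fitted effect of over 30% in size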
#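 Cytotoxicity counterscreen: after 24 h compound treatment of genome-edited SNCA-luciferase HEK-293 cells, live-cell protease substrate GF-AFC read by fluorescence after 30 min; activity scaled between DMSO (0%) and medium-only (-100%), curves Hill-fitted.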
# * marks the source's active call; other numbers are inactive results; i = inactive; ? = inconclusive; nt = no result given; [ ] = remark or other dose. Unless noted, the call rests on the fitted dose curve; in most records, active means well fitted curve in the direction sought with a large enough effect; inconclusive means small, poorly fitted or top-dose-only effect, or another doubt; inactive means no such curve, though single readings can be large; an effect the other way counts as inactive or inconclusive. Unless noted, on the % scale 0 is the no-effect control and ±100 the full control effect. An excerpt, so the mix of outcomes need not match the whole.
SMILES,FLuc inh,GPT2 inh,HEK cytotox,SNCA expr inhib,NIH3T3 tox,IP6K1 inhibitor,SNCA viab count
O=S(=O)(c1ccccc1C(F)(F)F)N1CCC(C2CCNC2)CC1 (stereo unspecified),-4.3%,-21.2%,?,?,?,19.4,2.4%[12.5 µM]
COc1ccccc1OCCNC(=O)CCc1cc2cc(C)ccc2[nH]c1=O,-11.0%,i,-23.7%,?,-15.3%,26.1,0.5%
Nc1ncccc1CN1CCc2ncc(C(=O)NCCOc3ccccc3)n2CC1,-4.8%[172 µM],i,?,1.4%[87.6 µM],?,-3.7,-14.4%[87.6 µM]
C#CCNC(=O)c1nc2cccnc2n(Cc2ccccc2)c1=O,nt,i,?,25.6%[87.6 µM],-26.5%[138 µM],5.6,-5.5%[87.6 µM]
COc1ccc(F)cc1C(C(=O)O)N1CCCN(c2ncccn2)CC1 (stereo unspecified),10.5%,i,1.8%,-25.2%,i,7.5,-12.4%
O=C(NCCc1ccccc1)C1CCN(C(=O)[C@H]2CCC[C@H](O)C2)CC1,4.1%,-18.8%,-2.6%,-16.1%,-6.0%,20.3,-2.9%
CCc1ccc(Nc2nc(-c3cc4cccc(OC)c4oc3=O)c(CC)s2)cc1,nt,nt,nt,58.2%[activator],nt,-4.4,9.9%
COCCOC1CCOC2(CCN(C(=O)Cc3c(C)noc3C)CC2)C1 (stereo unspecified),-5.4%,-5.6%,8.3%,-10.9%,3.5%,7.1,2.5%[12.5 µM]
Cc1ncccc1-c1nc2cc(C(=O)N3CCCCC3)ccc2o1,nt,-13.5%,?,57.2%[activator],?,-0.9,8.4%
O=C([C@@H]1C[C@H](Oc2ccccc2)CN1C(=O)Cc1c[nH]c2ccccc12)N1CCOCC1,-1.2%,0.4%,-8.4%,2.4%,4.2%,-0.8,-4.3%
COc1ccc(Nc2nc(N)nc(N)c2S(=O)(=O)c2ccccc2)cc1,nt,nt,nt,4.0%,nt,-19.0,-14.4%
CCn1c(CN2CCC(C)CC2)nc2cc(NC(=O)COc3ccc(Cl)c(C)c3)ccc21,nt,nt,nt,?,nt,-5.9,-9.3%
COc1cccc(C(=O)NC2CCN(c3ccc4nnc(-c5ccccc5)n4n3)CC2)c1,nt,nt,?,nt,?,-1.2,nt
O=C(Nc1cccc(F)c1)N1CCC(OCCOc2cccnc2)CC1,-6.7%,i,?,-6.8%,-11.7%,20.6,-13.4%[12.5 µM]
CCn1nnc2cc(C(=O)Nc3cccc(C)c3C)ccc21,nt,nt,nt,21.3%,nt,-2.2,-23.6%
Cc1nc(-c2ccc(OC3CCN(C(=O)NCC(C)C)C3)cc2)no1 (stereo unspecified),-3.6%,i,?,-16.3%,?,7.1,-2.5%
COc1ccc2cc(C(=O)N3CCC4(CC3)CC(O)CCO4)[nH]c2c1 (stereo unspecified),?,4.0%,10.6%,123.5%[activator],3.8%,12.9,-3.4%[12.5 µM]
O=C(Cc1ccc(F)cc1)N1CCCN(CCc2ccccc2)c2ccccc21,nt,i,?,-16.4%,35.5µM*,27.2,-3.1%
Cc1ccccc1C(=O)Nc1ccc2c(c1)CCCN2C(=O)c1cccs1,nt,nt,nt,33.2%[activator],nt,-8.5,7.3%
CC(=O)NCc1nnc2n1C(C(=O)NCc1cccc(C(F)(F)F)c1)CC2 (stereo unspecified),nt,-2.0%,i,-7.0%,3.0%,-5.1,-8.2%

# Just FLuc inh, NIH3T3 tox and SNCA expr inhib, for some of the entries so far:
SMILES	FLuc inh	NIH3T3 tox	SNCA expr inhib
Nc1ncccc1CN1CCc2ncc(C(=O)NCCOc3ccccc3)n2CC1	-4.8%[172 µM]	?	1.4%[87.6 µM]
COc1cccc(C(=O)NC2CCN(c3ccc4nnc(-c5ccccc5)n4n3)CC2)c1	nt	?	nt

# Next structures
SMILES,FLuc inh,GPT2 inh,HEK cytotox,SNCA expr inhib,NIH3T3 tox,IP6K1 inhibitor,SNCA viab count
CCOC(=O)c1c(NC(=O)c2cc(C(C)C)on2)sc(C)c1C,nt,nt,nt,-15.8%,nt,23.9,-8.8%
Cc1ccc(C)c(Oc2c(C(F)(F)F)oc3c(CN4CCN(C)CC4)c(O)ccc3c2=O)c1,nt,nt,nt,-25.6%,nt,1.8,-17.7%
Cc1nc(CN2Cc3nc(-c4ccccc4)ccc3OCC2=O)cs1,0.6%[172 µM],i,-24.2%[172 µM],-0.3%[87.6 µM],?,-11.2,1.2%[87.6 µM]
O=C(Nc1ccc(F)c(Cl)c1)Nc1c[nH]c(=O)[nH]c1=O,nt,nt,nt,?,nt,16.9,8.6%
CC1CCN(CCCNC(=O)C2CCc3sc(C(=O)N4CCCC4)cc3C2)CC1 (stereo unspecified),6.0%,-7.6%,i,11.3%,i,4.8,0.3%
CN(Cc1ccc2nsnc2c1)C(=O)c1cccc(-n2cnnc2)c1,12.8%,i,-6.8%,-5.9%,1.0%,-7.8,-4.1%
CC1(c2ccccc2)N(Cc2ccc(O)cc2)C(=O)OC12CCN(Cc1ccncc1)CC2 (stereo unspecified),-0.5%,-17.7%,?,-0.3%,-25.9%,-5.5,11.8%
O=C(CCCN1CCN(c2ccc(F)cc2)CC1)NC1c2ccccc2CSc2ccccc21 (stereo unspecified),nt,1.22µM*,nt,22.4%,nt,27.8,-3.5%
Cc1ccc(CN(C(=O)COc2ccccc2Cl)c2ccccn2)o1,nt,nt,nt,75.1%[activator],nt,22.4,6.8%
O=C1NCN(Cc2ccc(Cl)cc2)C12CCN(Cc1ccsc1)CC2,-4.1%,i,?,16.6%,?,-7.6,7.1%
COc1ccc(-c2cc(=O)c3cc(OCC(=O)OC(C)C)ccc3o2)cc1,nt,nt,nt,17.8%,nt,-9.9,-10.8%
Cc1ccc(C)c(N2CCN(CCCNC(=O)Cn3ncc4c([nH]c5ccccc54)c3=O)CC2)c1,nt,nt,nt,-0.6%,nt,-1.1,-0.7%
COc1ccc(NC(=O)Cn2c(C)cc3nc4n(c(=O)c32)CCCCC4)cc1OC,-1.9%,-3.2%,8.2%,-3.4%,-0.5%,-1.9,-8.6%
O=C(NC1CCN(c2nc3ncccc3o2)CC1)c1ccc(F)cc1,9.7%[172 µM],i,-1.2%[172 µM],14.2%[87.6 µM],-19.8%[138 µM],-15.7,-30.0%[87.6 µM]
COc1ccc(-c2nc3ccccc3s2)cc1NC(=O)COc1ccc(C)cc1,nt,nt,nt,200.5%[activator],nt,10.0,0.7%
O=C(CCn1cnc2ccccc2c1=O)NCc1ccccc1Cl,nt,nt,nt,145.1%[activator],nt,52.0,3.9%
COc1ccc(CN2C(=O)COC[C@H]2C(=O)NCCc2cccc(C)c2)c(OC)c1,8.7%,4.5%,?,-15.4%,-27.0%,0.0,1.1%
CCN1c2cc(C(=O)Nc3ccc(SC)cc3)ccc2C(=O)N2CCCCCC21 (stereo unspecified),-28.6%,i,22.4µM*,2.0%,?,-8.5,-22.3%[12.5 µM]
CCC(NC(=O)CC(NC(=O)C(CO)NC(=O)C(CC)NC(=O)c1ccc[nH]1)c1ccccc1)C(=O)O (stereo unspecified),nt,i,nt,nt,nt,0.2,-7.6%[23.9 µM]
O=C(N[C@@H]1CN(C(=O)C2CC=CC2)CC[C@@H]1CO)C1CC1,-1.3%,i,i,-4.3%,-5.3%,14.8,-8.1%[12.5 µM]
Cc1ccc([S+](=O)([O-])N2CCC(C(=O)N3CCC(c4nc5ccncc5[nH]4)C3)CC2)cc1 (stereo unspecified),nt,-27.3%,i,12.9%,-9.4%,-8.2,15.7%
Cc1cc(C)cc(-n2ccn(CC(=O)c3ccc(F)cc3)c(=O)c2=O)c1,nt,nt,nt,-4.0%,nt,12.9,-10.6%
COc1ccc(Nc2ccnc(N3CCCC(C(=O)N4CCC(c5ccccc5)CC4)C3)n2)cc1 (stereo unspecified),nt,-10.4%,?,?,?,13.6,?
C#CCNC(=O)c1cc(-c2ccc(Cl)nc2)nc2c1cnn2C,nt,-4.8%,?,3.2%,?,-6.8,-5.1%
O=C1CO[C@H]2CCN(Cc3cccs3)CC[C@@H]2N1Cc1c[nH]c2ccccc12,-1.5%[172 µM],0.2%[88.5 µM],?,13.2%[87.6 µM],?,5.7,-2.8%[87.6 µM]
Cc1ccc(C)c(N2CCN(C(=O)Nc3cn(CC(C)C)c(=O)c4ccccc34)CC2)c1,nt,nt,nt,?,nt,16.9,-17.8%
Cc1cccc(C(=O)NCc2nnc3c(-c4nc(C(C)C)no4)cccn23)c1,-0.9%,-4.4%,i,-25.4%,i,-0.6,-2.7%
COc1ccc(CNC(=O)CC2N=C3c4ccccc4N=C(SCC(=O)Nc4ccc(C(C)C)cc4)N3C2=O)cc1 (stereo unspecified),nt,nt,nt,-5.4%,nt,-3.6,-3.1%
C[C@@H]1O[C@@H](O[C@H]2[C@H](O[C@H]3CC[C@@]4(C)C(CC[C@]5(C)C4CC=C4[C@@H]6CC(C)(C)CC[C@]6(C(=O)O)CC[C@]45C)[C@]3(C)CO)OC[C@H](O)[C@@H]2O)[C@H](O)[C@H](O[C@@H]2OC[C@@H](O)[C@H](O)[C@H]2O)[C@H]1O (stereo partly specified),nt,i,nt,nt,nt,1.0,-39.8%[12.5 µM]
O=C(O)CCC(=O)N1C[C@@H]2C[C@H]1C(=O)N(Cc1ccccc1)c1ccccc1O2,-3.0%[172 µM],-9.7%[88.5 µM],2.4%[172 µM],11.9%[87.6 µM],1.7%[138 µM],1.9,4.4%[87.6 µM]
O=C(Cc1ccc(F)cc1)NC1CC(=O)N(c2ccccc2)C1 (stereo unspecified),nt,nt,nt,176.9%[activator],nt,5.8,-4.0%
Cc1cccc(C)c1N1C(C(=O)OC(C)(C)C)=C(O)c2ccccc2S1(=O)=O,nt,nt,?,nt,20µM*,3.2,nt
CCc1nc2cccnc2n1-c1ccc(CC(=O)Nc2c(C)cccc2C)cc1,nt,nt,nt,-22.8%,nt,8.8,1.3%
Cc1ccc(CCNC(=O)C2CCN(c3nnc(-n4cccc4CNc4ccc(C)cc4)s3)CC2)cc1,nt,nt,nt,?,nt,-1.8,-9.4%
Cc1ccc(C2CC(=O)Nc3cc4c(cc32)OCCO4)cc1Br (stereo unspecified),nt,nt,nt,-14.6%,nt,35.3,1.4%
COCCNC(=O)[C@H]1C[C@H](Oc2ccccc2)CN1Cc1cccc(F)c1,11.8%,0.8%,?,-15.5%,-22.2%,9.3,2.6%
COc1cc(Cl)ccc1C(=O)N1CCN(c2cc(C(F)(F)F)ncn2)CC1,-16.1%,-11.5%,?,?,?,7.6,-5.2%
c1ccc(Cn2nc(C3CCOCC3)nc2C2CCC2)cc1,5.9%,-7.6%,?,-21.3%,0.5%,12.9,-9.5%
CC(=O)c1cc(C(=O)N2CCC3(CC2)Nc2ccccc2NC3=O)[nH]n1,-1.0%,?,i,-4.1%,0.4%,19.7,-4.9%
O=C(NC1CC1)c1cc(-c2ccc(Cl)cc2Cl)c2nncn2n1,nt,i,-4.9%[172 µM],2.2%[87.6 µM],?,4.0,-7.1%[12.5 µM]
